CBFb-SMMHC binding: Runt domain/CBFb-SMMHC interaction disruptors – biochemical, TR-FRET (AID 1438) | TR-FRET Runt domain–CBFb-SMMHC binding, biochemical; higher % means a stronger effect | inhibition, % at 20 µM; hits with a dose series show IC50 in µM | actives 2% (n = 2,200); in the data active = inhibition from about 52%, or a potency from the dose series; inactive = the rest, 99 in 100 with inhibition below about 48%
* hit, by the source's call; i = inactive. An excerpt; count on the stated rates, not on these rows.

SMILES	CBFb-SMMHC binding
COc1ccc(C(=O)NCC2CCCO2)cc1S(=O)(=O)N1CCCc2ccccc21 (stereo not drawn)	-7%
Cc1cccc(N2CCN(C(=O)Cn3sc4nc(C)cc(C)c4c3=O)CC2C)c1 (stereo not drawn)	21%
CC(NC(=O)/C(C#N)=C1\N=C(NC(=O)c2ccco2)c2ccccc21)c1ccccc1 (stereo not drawn)	3%
CCc1cc2c(COC(=O)c3c(C)noc3C)cc(=O)oc2cc1O	-33%
CN1CCc2nc(NC(=O)c3cccc(OC(F)F)c3)sc2C1	-8%
CCc1c(C)c2ccc(O)c(CN(C)C)c2oc1=O	11%
CN1CCN(Cc2c(O)ccc3c(-c4ccccc4)cc(=O)oc23)CC1	1%
CCCN(CCC)c1ccc(/C=C/c2ccc3cc(OCC)ccc3n2)cc1	-4%
Cc1ccc(/C=C/C(=O)NC2CCCCCCC2)o1	36%
Nc1nc(-c2cccs2)cs1	21%
COc1cc(Cn2c(N)c(C#N)c3nc4ccccc4nc32)cc(OC)c1	30%
COc1ccccc1-c1c(C#N)c(N)nc2c1CCC2	-2%
CCC(=O)Nc1nn(C)c2nc3c(C)cccc3cc12	16%
COC(=O)CSc1nc(N2CCOCC2)c2c(c1C#N)CC(C)(C)N(C)C2	39%
CCOC(=O)c1cc2c(=O)n3ccccc3nc2n(C(C)C)c1=NC(=O)c1c(-c2c(F)cccc2Cl)noc1C	42%
N#Cc1c(N)n(-c2cccc(C(=O)O)c2)c2nc3ccccc3nc12	-8%
Cc1c(Br)c(=O)oc2c(Br)c(O)c(O)cc12	43%
COc1ccc(-c2c(C#N)c(N)nc3c2CCC3)cc1	-6%
COc1ccc(Cn2c(N)c(C#N)c3nc4ccccc4nc32)cc1	37%
CCCCn1c(NS(=O)(=O)c2ccccc2)c(S(=O)(=O)c2ccc(C)cc2)c2nc3ccccc3nc21	23%
Cc1ccc(C(=O)O)cc1-c1ccc(/C=C2\SC(=O)N(CC(=O)Nc3ccccc3)C2=O)o1	-20%
CC(=O)c1c(N2CCN(C)CC2)nc(=S)n(-c2cc(C)ccc2C)c1C	-24%
CCc1nnc(NS(=O)(=O)c2ccc(N/C=C/C(=O)c3ccc(OC)cc3)cc2)s1	-2%
CC(=Nc1cccc(C)c1)c1sc2ccccc2c1O	-13%
CC(C)Cn1c(N)c(C(=O)NCCN2CCOCC2)c2nc3ccccc3nc21	47%
Next structures:
SMILES	CBFb-SMMHC binding
CC(=O)N1CCc2c(sc(NC(=O)c3ccc4c(c3)OCCO4)c2C#N)C1	1%
COc1ccc2nc3cc(Cl)ccc3c(Nc3cc(C(C)C)c(O)cc3C)c2c1	-4%
Cn1c(/C=C(\C#N)C(N)=S)ccc1-c1ccc(Br)cc1	-6%
CCN(CC)CCCC(C)Nc1c2ccc(Cl)cc2nc2ccc(OC)cc12 (stereo not drawn)	-11%
CCc1c(C)c2cc(Cl)c(O)c(CN3CCCCC3)c2oc1=O	8%
CCOC(=O)C1=C(C)NC2=C(C(=O)C(C(=O)OCC)C(c3ccccc3OC)C2)C1c1ccccn1 (stereo not drawn)	20%
CCN1CCc2c(sc(NC(=S)NC(=O)c3ccco3)c2C(N)=O)C1	-11%
CCN(CC)c1ccc2cc(NC(=O)CCC(=O)O)c(=O)oc2c1	32%
COc1ccc(CNC(=O)c2c(N)n(CCCN3CCOCC3)c3nc4ccccc4nc23)cc1	36%
CCOCCCn1c(=N)c(C(=O)NCc2ccc3c(c2)OCO3)cc2c(=O)n3ccccc3nc21	2%
c1ccc(-c2ccc(-c3nccc4ccccc34)[nH]2)cc1	-11%
N#CC1(C#N)CC(C=O)=C(N)C1(C#N)CC(=O)c1ccc(F)cc1 (stereo not drawn)	6%
N=c1c(C(=O)NCc2ccc(F)cc2)cc2c(=O)n3ccccc3nc2n1CC1CCCO1 (stereo not drawn)	12%
CN(C)c1oc(/C=C/c2ccccc2)nc1C#N	-1%
Cc1ccc(N2C=Nc3ccc(C)c4nc(C)cc2c34)cc1	31%
COc1ccccc1/C=C/C1=NC(=C\N(C)C)/C(=O)O1	22%
CN1CCN(S(=O)(=O)c2cc([N+](=O)[O-])ccc2N/N=C/c2ccc(Cl)cc2)CC1	-1%
Cc1ccccc1NC(=O)c1cn2c(nc3ccccc32)c(C#N)c1C	-9%
COc1nc(N)c(S(=O)(=O)c2ccccc2C)cc1C#N	11%
CC1=Nc2ccccc2/C1=C/c1c(N)n2c(S(=O)(=O)CC(C)C)nsc2nc1=O	-12%
CNCC(=O)N(CC(C)C)c1c(N)n(CC(C)C)c(=O)[nH]c1=O	6%
COc1ccc(C(=O)/C=C/Nc2ccc(S(=O)(=O)Nc3nc(C)cc(C)n3)cc2)c(OC)c1	2%
CCCCC1OC2(C)OC(=N)C1(C#N)C(C#N)(C#N)C2c1ccccc1 (stereo not drawn)	37%
Cc1ccc2nc3c(cc(S(=O)(=O)c4ccccc4)c(=N)n3Cc3ccco3)c(=O)n2c1	-8%
O=C(NNC(=O)C1[C@H]2CCCC[C@@H]12)c1ccc(=O)oc1 (stereo partly drawn)	-4%
The list continues:
SMILES	CBFb-SMMHC binding
CCc1nnc(NC(=O)C2(C)COC(c3ccccc3)OC2)s1 (stereo not drawn)	-7%
CC1CC/C(=C\c2ccc3c(c2)OCO3)C(=O)/C1=C/c1ccc2c(c1)OCO2 (stereo not drawn)	-9%
CCCCCCc1cc2cc(S(=O)(=O)c3ccc(F)cc3)c(=O)oc2cc1O	44%
Cc1cc(O)c(-c2cc(O)c(C)cc2O)cc1O	-10%
CC(=O)c1cc2ccc(O)cc2oc1=O	-8%
CC(=O)Nc1nc2n(n1)C(c1ccc(Cl)cc1)C=C(C)N2 (stereo not drawn)	46%
Cc1cc(C)c2c(=O)n(CC(=O)N3CCC(N4CCCCC4)CC3)sc2n1	25%
Clc1ccc(C2=NN(c3ccccc3)C(c3ccco3)C2)cc1 (stereo not drawn)	38%
COc1ccc(C(=O)/C=C2/Sc3cc4c(cc3N2C)OCO4)cc1	7%
O=C(O)CSc1c2c(nc3cc(C(=O)N4CCOCC4)ccc13)CCCC2	-5%
c1ccc(-c2cn(-c3ccccc3)c3[n+]2CCS3)cc1	2%
Oc1c(C=Nc2cccc3nsnc23)ccc2ccccc12	44%
Cc1ccc(-n2c(O)c(/C=N/NC(=O)C3COc4ccccc4O3)c3ccccc3c2=O)cc1 (stereo not drawn)	28%
N#Cc1cc2cc3c(cc2nc1N1CCOCC1)OCO3	31%
Cc1nc2c(sc3nc(N4CCOCC4)c4c(c32)CC(C)(C)OC4)c(-c2ccccc2)c1C(=O)O	-9%
CN(C)c1ccnc2sc(C(=O)c3ccc(Br)cc3)c(N)c12	19%
COC(=O)c1ccc(=O)c2nc3/c(=C/O)c(O)cc(=O)c3[nH]c12	-7%
CCC[n+]1c(C)sc2c(OC)ccc(OC)c21	-14%
Cn1ccnc1Sc1nc2ccccc2nc1NS(=O)(=O)c1ccccc1	7%
COCCCNc1nc2nonc2nc1N1CCN(Cc2cccc(C)c2)CC1	21%
CCOc1ccc(NC(=O)CCn2cccc2)cc1	-6%
CCOC(=O)c1sc(-c2ccc(C(F)(F)F)cc2)nc1O	-12%
Cc1cc(C)c2nc(NCCCNC(=S)NCCCN(C)C)c(C#N)cc2c1	-18%
CCCn1nnc(NC(=O)/C=C/c2ccc(C(C)C)cc2)n1	41%
COc1ccc(C(=O)/C=C2\Sc3ccccc3N2C)cc1	-3%
Next part.
SMILES	CBFb-SMMHC binding
CSc1ccc(C2NC(=O)c3c(sc4c3CCN(C)C4)N2)cc1 (stereo not drawn)	-9%
CCOC(=O)c1c(/N=C/N(C)C)sc(C=O)c1-c1ccccc1	-9%
CCOc1ccc(-n2c(N)c(C(=O)NCc3ccco3)c3nc4ccccc4nc32)cc1	44%
CCCc1cc(=O)oc2c(CN3CCCC3)c(O)ccc12	11%
CCC12OC(=N)C(C#N)(C1C)C(C#N)(C#N)C(c1ccccc1)O2 (stereo not drawn)	44%
Brc1ccc(-c2ccc(/C=N/Nc3nc4ccccc4[nH]3)o2)cc1	20%
CCc1cc[n+](-c2nc3ccccc3nc2[N-]S(=O)(=O)c2ccc(Br)s2)cc1	0%
Cc1ccc(-n2c(=O)c(C#N)cc3c(=O)n4ccccc4nc32)cc1	6%
CN1/C(=C\C(=O)c2cccc(S(=O)(=O)N3CCCCC3)c2)C(C)(C)c2ccccc21	3%
O=c1[nH]c2cc3c(cc2cc1CN(CCc1ccccc1)Cc1nnnn1CC1CCCO1)OCO3 (stereo not drawn)	38%
CC1=Nc2ccc(C)cc2/C1=C/c1c(N)n2c(S(=O)(=O)C(C)C)nsc2nc1=O	-4%
CCOC(=O)c1c(C)n(C)c2cc(Br)c(O)c(O)c12	-10%
Cc1ccc2sc3ccc(NC(=O)c4ccccc4Cl)cc3c(=O)c2c1	43%
CCSc1ccc(-c2nn(-c3ccccc3)cc2/C=C(/C#N)C(=O)NC)cc1	37%
O=C(c1ccc(Cl)cc1)N1CCN(c2ccc(F)cc2)CC1	9%
Cc1cccc(-n2nnnc2SCC(=O)NCCN2C(=O)CSC2=O)c1	-13%
Nc1cccc2c1C(=O)N(C(=O)/C=C/c1cccc(Br)c1)C2=O	-8%
CC(=O)Nc1ccc(N2CCc3c(C)c(C#N)c4nc5ccccc5n4c32)cc1	28%
Cc1c(C(=O)N2CCCC2)sc(NC(=O)c2ccco2)c1C#N	4%
Cc1cc(-c2cc(-c3ccc(Cl)cc3)nc(N)c2C#N)co1	-7%
O=C(O)c1cc(Cl)ccc1-c1ccc(/C=C/c2cc(C(F)(F)F)[nH]c(=O)n2)o1	5%
O=C(NNc1c2ccccc2nc2ccccc12)c1ccc(O)cc1	-81%
CC1OC2(C)OC(=N)C1(C#N)C(C#N)(C#N)C2c1ccccc1 (stereo not drawn)	41%
CCOC(=O)c1c(/N=C/c2cc(C)ccc2O)sc2c1CCN(C)C2	4%
O=c1c(O)c(-c2cccs2)oc2ccccc12	10%

An excerpt of these results, with each value named.
CCOC(=O)c1c(/N=C/N(C)C)sc(C=O)c1-c1ccccc1
  CBFb-SMMHC binding = -9%

CCOc1ccc(-n2c(N)c(C(=O)NCc3ccco3)c3nc4ccccc4nc32)cc1
  CBFb-SMMHC binding = 44%

CCCc1cc(=O)oc2c(CN3CCCC3)c(O)ccc12
  CBFb-SMMHC binding = 11%

CCC12OC(=N)C(C#N)(C1C)C(C#N)(C#N)C(c1ccccc1)O2 (stereo not drawn)
  CBFb-SMMHC binding = 44%

New compounds follow.
SMILES	CBFb-SMMHC binding
CC(=O)N=c1c(C#N)cc2c(=O)n3ccccc3nc2n1Cc1ccccc1	47%
N#CC1=C(N)Oc2cc(O)ccc2C1c1ccccc1 (stereo not drawn)	-8%
Cc1ccc(N2C(=O)C(Cl)=C(N3CCOCC3)C2=O)cc1Cl	32%
CCN(CC)c1ccc2c(C)c(Cl)c(=O)oc2c1	-8%
COc1cc2cc(CN(Cc3nnnn3Cc3ccccc3)CC3CCCO3)c(=O)[nH]c2cc1OC (stereo not drawn)	26%
COc1ccc(-c2cc(C(F)(F)F)n3ncc(C(=O)NCC4CCCO4)c3n2)cc1 (stereo not drawn)	3%
CCc1cc2c(=O)nc3n(c2s1)Cc1ccccc1/C3=C(/O)c1ccccc1Cl	38%
CN1C=CC2=C(C#N)C(N)C(C#N)(C#N)[C@H](c3ccccc3)[C@H]2C1 (stereo partly drawn)	27%
CCN(CC)C1=CC2=CC(=C(C#N)C#N)CCC2CC1 (stereo not drawn)	i
Cc1cc2c(c(=O)n1CCCn1ccnc1)C(c1ccco1)C(C#N)=C(N)O2 (stereo not drawn)	25%
Cc1ccccc1OCC(=O)Nc1cccc2nsnc12	-4%
O=c1c(-c2nc3ccccc3s2)cccn1Cc1ccc(Cl)cc1	-2%
O=C(O)c1cc(-c2ccc(/C=C3\NC(=O)N(c4ccc(Cl)cc4)C3=O)o2)ccc1Cl	-11%
CCOC(=O)c1c(N)n(C2CC(C)(C)NC(C)(C)C2)c2nc3ccccc3nc12	22%
CCN(CC)c1ccc2cc(-c3nc(-c4ccc(OC)cc4)cs3)c(=O)oc2c1	-138%
C=CCn1c(=N)c(C#N)cc2c(=O)n3ccccc3nc21	44%
O=C(Nc1nccs1)c1ccccc1N=Cc1ccccc1	49%
CC1(C)CC(=O)C2=C(C1)N(CCN1CCOCC1)C1=C(C(=O)CC(C)(C)C1)C2c1cccc(F)c1	47%
Cc1cccc(NC(=O)CSc2cc(C)c(C#N)c3nc4ccccc4n23)c1	0%
CCN(CC)CCOC(c1ccccc1)c1ccc(C)cc1 (stereo not drawn)	-8%
CC(C)OCCCn1c(=NC(=O)c2cccs2)c(C#N)cc2c(=O)n3ccccc3nc21	-13%
COc1cc([C@@H]2[C@H]3CN(C)CC=C3C(C#N)=C(N)C2(C#N)C#N)cc2c1OCO2	-3%
COC(=O)c1c(C#N)c(N)nc2c1CCC2	21%
CCCCNC(=O)C(C#N)c1nc2ccccc2nc1N1CCCC1 (stereo not drawn)	22%
Cc1cccn2c(=O)c3cc(C(N)=S)c(=N)n(CCCN4CCOCC4)c3nc12	-11%

The final 2 records of the section above open the next one.
SMILES	CBFb-SMMHC binding
CCCCNC(=O)C(C#N)c1nc2ccccc2nc1N1CCCC1 (stereo not drawn)	22%
Cc1cccn2c(=O)c3cc(C(N)=S)c(=N)n(CCCN4CCOCC4)c3nc12	-11%
Cc1c(Br)c(=O)oc2c(C)c(O)ccc12	22%
N#Cc1c(C(F)(F)F)cc(-c2cccs2)nc1N1CCCCC1	-9%
Nc1nc2ccc(S(=O)(=O)N3CCCCC3)cc2s1	44%
Cc1ccc(C)c2nc(N3CCCC3)c(C#N)cc12	42%
CN1CC=C2C(C#N)=C(N)C(C#N)(C#N)C(Cc3ccccc3)C2C1 (stereo not drawn)	30%
O=Cc1cn(-c2ccccc2)nc1-c1cc2cc(O)ccc2oc1=O	45%
COc1ccc(N2C(=O)/C(=C3/C=CC=CN3C)SC2=S)cc1	-28%
CCOC(=O)C=C1CCN(c2ncc(C(F)(F)F)cc2Cl)CC1	1%

Some of these compounds in order of their number in CBFb-SMMHC binding, falling.
SMILES	CBFb-SMMHC binding
O=Cc1cn(-c2ccccc2)nc1-c1cc2cc(O)ccc2oc1=O	45%
CN1CC=C2C(C#N)=C(N)C(C#N)(C#N)C(Cc3ccccc3)C2C1 (stereo not drawn)	30%
Cc1c(Br)c(=O)oc2c(C)c(O)ccc12	22%
